# LYP inhibition = inhibitors of LYP phosphatase, biochemical, fluorescence intensity, uHTS (AID 1779); recombinant LYP phosphatase, fluorescence intensity; higher % means a stronger effect; 290,000 compounds, 0.054% hits; inhibition, % at 11.5 µM; hits with a dose series show IC50 in µM; in the data active = inhibition above about 50%;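 note: plate controls were vehicle with enzyme for no effect and no enzyme for full effect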
# An asterisk follows results filed as active.
entry | LYP inhibition | canonical_smiles
1 | 0.9% | O=C(c1cc2cc(F)ccc2[nH]1)N1CCN(c2cccc(Cl)c2)CC1
2 | -8.3% | CCC(=O)c1c[nH]c(C(=O)NCc2ccccc2OC)c1
3 | -12.2% | O=C1CCN(CCc2ccccc2)CCN1[C@H](COc1ccccc1)c1ccccc1
4 | -5.1% | Cc1ccccc1C(=O)NC1CCN(CC(=O)N2CCCCC2C)CC1 (configuration not stated)
5 | -5.8% | COc1ccc(NC(=O)CCCCCn2nnc3ccccc3c2=O)cc1OC
6 | -12.2% | COc1ccc(S(=O)(=O)Cc2ccc(C(=O)NCc3ccc(C)cc3)o2)cc1
7 | -0.9% | COc1ccc(Cc2nnc(NC(=O)Nc3ccccc3F)s2)cc1
8 | -2.7% | Cc1ccc(C(=O)Nc2ccc(NC(=O)c3cccs3)cc2)c(C)c1
9 | -11.3% | COc1ccc(S(=O)(=O)NCCNC(=O)N2CCOCC2)cc1
10 | -8.7% | CC(C)CN1C(=O)NC2(CCCc3ccccc32)C1=O (configuration not stated)
11 | -5.2% | Cc1ccccc1C(=O)NC(=S)NCc1ccccc1
12 | -7.6% | CCC(NC(=O)c1cc(COc2ccc(F)cc2Cl)on1)c1ccncc1 (configuration not stated)
13 | -6.0% | O=C(CN1C(=O)C2C3C=CC(C3)C2C1=O)OCC(=O)c1ccc(Br)cc1 (configuration not stated)
14 | -4.1% | CN1CCCC(OC(=O)c2cc(F)c(F)c(F)c2F)C1 (configuration not stated)
15 | -4.7% | CS(=O)(=O)c1cccc(S(=O)(=O)N2CCN(c3ccccn3)CC2)c1
16 | -7.5% | O=C(c1cccc(Cl)c1)N1CCCc2ccccc21
17 | -8.0% | C#CCn1c(O)c(N=NC(=O)CNC(=O)c2cccnc2)c2ccccc21
18 | -5.1% | Cc1ccc(OCC(=O)NC(C)c2ccc(Cl)c(Cl)c2)c([N+](=O)[O-])n1 (configuration not stated)
19 | -6.9% | Nc1cccc(CCc2ccncc2)c1
20 | -15.7% | O=C(Nc1cccc(-c2ccc3nncn3n2)c1)C(F)(F)F
21 | -2.7% | Cc1ccc(N2CCN(S(=O)(=O)c3ccc4oc(=O)ccc4c3)CC2)cc1Cl
22 | -5.3% | Cc1ccc(O)c(Nc2ncnc3ccccc23)c1
23 | 7.6% | O=C(CCN1C(=O)/C(=C/c2ccccc2)SC1=S)N1CCCCCC1
24 | -5.5% | CSc1ccccc1OCc1cc(C(=O)NC(C)CCn2cccn2)no1 (configuration not stated)
25 | -10.5% | CN(Cc1nccs1)C(=O)c1cc(COc2cccc3cnccc23)on1
26 | -8.4% | O=C(Nc1ccc2c(c1)C(=O)OC2)c1ccc(Cl)cc1
27 | -7.6% | O=C(Nc1ccc2ccccc2n1)c1ccc(Cl)cc1
28 | 7.0% | Cc1ccc(C)c(N2CCN(S(=O)(=O)c3ccc(-c4cc(C)no4)s3)CC2)c1
29 | -26.8% | Cn1c(C(=O)NC2CCCCC2)cc2c(=O)n3ccccc3nc21
30 | -4.5% | Cc1ccc(-c2noc(CN(C)C(=O)c3ccoc3C)n2)cc1
31 | -3.1% | COc1ccc(OC)c(N(CC(=O)NCCSCc2ccco2)S(=O)(=O)c2ccccc2)c1
32 | -4.1% | Cc1c(CC(=O)NCC(=O)NCC(=O)O)c(=O)oc2cc3oc4c(c3cc12)CCCC4
33 | -4.3% | COc1ccccc1NC(=O)c1cc(C(=O)Nc2ccccc2OC)cc([N+](=O)[O-])c1
34 | -11.4% | COc1cc(/C=C(\NC(C)=O)C(=O)N2CCCCC2)ccc1OC(C)=O
35 | -0.2% | CCc1ccc(NC(=O)C(NS(=O)(=O)c2ccc3c(c2)CCN3C(C)=O)C(C)C)cc1 (configuration not stated)
36 | -10.2% | COc1ccc(N2CCN(C(=O)CN3C(=O)COc4ccccc43)CC2)cc1
37 | -2.7% | Cc1ccc(S(=O)(=O)N2CCN(C(=O)CC(C)n3nc(C)c(Cl)c3C)CC2)cc1C (configuration not stated)
38 | -8.8% | O=C(NCc1cccs1)c1ccc(CS(=O)Cc2ccccc2Cl)o1 (configuration not stated)
39 | -3.3% | CCOC(=O)c1c(NC(=O)c2cccc([N+](=O)[O-])c2C(=O)O)sc2c1CCCC2
40 | -2.6% | Cn1c(SCC(=O)Nc2ccc3c(c2)OCCO3)nnc1C1CC1
41 | -6.6% | Cc1cccc(/C=C2\Sc3ccc(C(=O)NCC4CCCO4)cc3N(C)C2=O)c1 (configuration not stated)
42 | -7.3% | O=C(NCc1ccc(Cl)cc1)N1CCOCC1
43 | -9.8% | Cc1ccc(S(=O)(=O)N(C)c2ccc(OC(=O)c3ccc(N4CCCC4=O)cc3)cc2)cc1
44 | -3.7% | Oc1[nH]c2ccccc2c1N=Nc1cccc(Cl)c1
45 | 0.8% | COc1cc(/C=C(\C#N)C(=O)Nc2cccc(C(=O)O)c2)ccc1OCc1ccc(F)cc1
46 | -15.8% | Cc1ccc(NC(=O)Cn2nc(C(=O)Nc3ccc(C)cc3)ccc2=O)cc1
47 | -7.2% | O=C(NC(=O)c1ccccc1)Nc1cccc(S(=O)(=O)N2CCCCC2)c1
48 | -6.9% | C[C@H]1CCC(=O)N([C@H](COc2ccccc2)Cc2ccccc2)CC1
49 | -3.5% | Fc1ccc(F)c(NC2=NCCCCC2)c1
50 | -10.6% | Cc1coc2c(C)c3oc(=O)c(CCC(=O)NCCCn4ccnc4)c(C)c3cc12
51 | -8.1% | Cc1csc(NC(=O)c2cccc([N+](=O)[O-])c2C(=O)O)n1
52 | -3.2% | Cc1ccc(S(=O)(=O)NC2(C(F)(F)F)NC(=O)N(c3ccccc3F)C2=O)cc1 (configuration not stated)
53 | -9.5% | CC(C)(C)CC(=O)Nc1cc2c3c(c1)CCN3C(=O)CC2
54 | -11.6% | CC1(C)CC(=O)C2=C(C1)c1c(ccc3ccccc13)NC2c1ccc(C(=O)O)cc1 (configuration not stated)
55 | -4.3% | CCc1nc2ccc(C(=O)NCCc3ccc(OC)cc3)cc2nc1CC
56 | -10.7% | CCc1nc2ccccc2c(C(=O)Nc2ccc(C)cc2)c1C
57 | -5.2% | CC(=O)c1ccc(N2CCN(c3ccnc4cc(Cl)ccc34)CC2)cc1
58 | -5.4% | CCCC(=O)N(CCN1CCOCC1)c1nc2c(OCC)cccc2s1
59 | -5.6% | O=C(CCn1c(=O)c2cccn2c2ccc(F)cc21)NCCc1ccccc1
60 | -3.1% | COc1cccc(-c2coc3c(C)c4oc(=O)c(CC(=O)O)c(C)c4cc23)c1

# More entries.
entry | LYP inhibition | canonical_smiles
61 | -6.0% | COc1ccc(CCN(C)Cc2c(O)ccc3cc(Br)ccc23)cc1OC
62 | -8.0% | O=C(NCc1cccs1)c1ccc(CS(=O)Cc2cccc(Cl)c2)o1 (configuration not stated)
63 | -4.3% | CCCCOc1cccc(C(=O)Nc2ccc(NC(=O)c3ccco3)cc2)c1
64 | -6.5% | Cc1oc2c(cc(NS(=O)(=O)c3ccc(C(C)C)cc3)c3ccccc32)c1C(=O)O
65 | -7.2% | COc1ccc(C(C)NC(=O)C23CC4CC(CC(C4)C2)C3)cc1OC (configuration not stated)
66 | -4.7% | COc1ccc(C(C)=O)cc1CC(=O)NCCCn1ccnc1
67 | -9.7% | Cc1ccc(OCC(=O)NCCNC(=O)c2ccco2)cc1
68 | -8.6% | COc1ccc(CCN(C)C(=O)c2cc(=O)c3ccccc3o2)cc1OC
69 | -9.0% | O=C1NC(c2ccccc2)CCO1 (configuration not stated)
70 | -7.7% | CC[C@@]12C(=O)N(c3ccc(OC)cc3)C(=O)N1[C@H](c1ccc(Cl)cc1)[C@@H]1C(=O)N(C3CCCCC3)C(=O)[C@@H]12
71 | -7.7% | CC(=O)N(Cc1ccc(Cl)cc1)c1cnccn1
72 | -5.3% | O=C(O)c1ccc2oc(=O)c(S(=O)(=O)c3ccccc3)cc2c1
73 | -4.4% | Cc1ccc(C)c(NC(=O)/C(C#N)=C/c2ccc[nH]2)c1
74 | -2.1% | CN(C)C(CNC(=O)c1coc2ccccc2c1=O)c1ccccc1 (configuration not stated)
75 | -7.9% | Cc1ccc(/C=[N+](\[O-])c2ccccc2C)o1
76 | -10.3% | COc1ccc(CC(=O)NNC(=O)c2ccco2)cc1OC
77 | -3.1% | O=C(CC1(CC2=NS(=O)(=O)c3ccccc3N2)CCCC1)NCCc1ccccc1
78 | -3.3% | O=C(CSc1nc2sc3c(c2c(=O)n1-c1ccccc1)CCCC3)N/N=C/c1ccccc1C(=O)O
79 | -9.2% | CCOc1ccc(N(CC(=O)N2CCCCCC2)S(C)(=O)=O)cc1
80 | -6.5% | Cn1cnc(S(=O)(=O)NC2CCN(Cc3ccccc3)CC2)c1
81 | -16.3% | Nc1ncc(Br)cc1S(=O)(=O)NC1CCCCC1
82 | -7.3% | CC(=O)c1ccc(OCc2cc(C(=O)N(C)C(C)c3ccon3)no2)cc1 (configuration not stated)
83 | -4.7% | Cc1ccc(CCNC(=O)c2nn(C)c3c2CS(=O)(=O)c2ccccc2-3)cc1
84 | -9.9% | Cc1ccc(NC(=O)CN(C)C(=O)c2ccc(Br)o2)cc1
85 | -3.4% | CC(=O)Nc1nn(C)c2nc3ccc(C)cc3cc12
86 | -11.1% | NCCCNC(=O)Cn1c(=O)c2c3c(sc2n(Cc2ccccc2)c1=O)CCCC3
87 | -5.0% | CCCNC(=S)N1CCC(NC(=O)c2ccc(C)cc2)CC1
88 | -7.2% | O=C(Nc1c2c(nn1-c1ccccc1)CS(=O)(=O)C2)c1ccco1
89 | -6.5% | O=C(CCN1CCN(C/C=C/c2ccccc2)CC1)Nc1ccccc1Cl
90 | -2.0% | CCn1c(C)nnc1SCC(=O)NC1CCCC1
91 | 0.5% | COc1cc2c(cc1OC)CN(CC(=O)Nc1ccc(C)c(S(=O)(=O)N3CCOCC3)c1)CC2
92 | 1.0% | C=CCn1cc(C(=O)NCCN(CC)CC)c(=O)c2cc(S(=O)(=O)N3CCCCCC3)ccc21
93 | -6.9% | COc1ccc(C(=O)N2CCCC(Nc3ccc(C)c(C)c3)C2)cc1 (configuration not stated)
94 | 2.0% | COc1cc(SC)ccc1C(=O)OCC(=O)N1CCCC1
95 | -8.6% | Cc1cccc(NC(=O)NCCN2CCN(c3ccccc3)CC2)c1C
96 | -4.7% | CC1Oc2ccccc2N(CC(=O)N2CCCC2)C1=O (configuration not stated)
97 | -6.9% | O=C(NCc1cccnc1)C(=O)NCC1OCCCN1S(=O)(=O)c1ccc(F)cc1 (configuration not stated)
98 | -14.6% | Cc1nc2ccc(S(=O)(=O)N(C)CC(=O)NC(C)c3ccccc3)cc2s1 (configuration not stated)
99 | -8.6% | CCOC(=O)N1C(=O)[C@](c2ccc(Cl)cc2)(C(C)C)N1C(=O)OCC
100 | 2.3% | COc1cccc(NC(=O)CSc2nc3ccccc3nc2N2CCOCC2)c1
101 | 2.4% | Cc1cc(Br)cc2c(C(=O)NCC3CCCO3)cc(-c3ccccc3)nc12 (configuration not stated)
102 | -2.8% | COc1cc(-c2nc(CN3CCN(C(=O)c4ccco4)CC3)c(C)o2)ccc1F
103 | -10.3% | COc1ccc(OCCn2ccnc2)cc1
104 | -5.9% | C=CCn1c(C)nnc1SCC(=O)Nc1nc(C)c(C(=O)N(C)C)s1
105 | -4.8% | COc1ccccc1C(=O)NNC(=O)C12CC3CC(CC(C3)C1)C2
106 | -2.1% | CCOC(=O)N1CCN(C(=O)c2ccc3c(c2)NC(=O)/C(=C\c2ccc(OC)c(OC)c2)S3)CC1
107 | -4.4% | Cc1csc(N/N=C/c2c(F)cccc2Cl)n1
108 | -11.7% | Cc1cccc(C)c1OCc1cc(C(=O)NCC2COCCO2)no1 (configuration not stated)
109 | 0.2% | CCCCCCc1c(C)c2ccc(OCC(=O)N[C@@H](Cc3ccccc3)C(=O)O)cc2oc1=O
110 | -6.3% | O=C(O)c1nn(-c2ccc(F)cc2)ccc1=O
111 | -6.2% | Cn1cc(/C=C(\NC(=O)c2ccccc2Cl)C(=O)N2CCOCC2)c2ccccc21
112 | -0.8% | Cc1cc(O)ccc1NC(=S)NC(=O)c1cncc(Br)c1
113 | 3.9% | Cc1cc(C)c2c(c1)C1(OCCO1)C(=O)N2
114 | -6.1% | COCCN(C(=O)c1csnn1)C(C(=O)NC1CCCCC1)c1ccccc1F (configuration not stated)
115 | -7.3% | COc1ccc(C(=O)NC2CCCc3c2cnn3-c2cc(F)cc(F)c2)c(OC)c1OC (configuration not stated)
116 | -9.1% | COCCC(=O)N1CCc2ccc(NC(=O)c3ccc(C(F)(F)F)cc3)cc2C1
117 | -0.7% | CSc1ccc(CCNC(=O)CCc2nnc3ccc(N4CCOCC4)nn23)cc1
118 | -4.5% | CCOc1ccc(N(CC(=O)NC2CCCCC2)C(=O)CCC(=O)Nc2nc(C)cs2)cc1
119 | -17.1% | Cc1cc(OCC(=O)Nc2cnn(CCCC(=O)O)c2)ccc1Cl
120 | -5.4% | COc1ccc(-c2cc(C(=O)N/N=C(\C)c3cccnc3)c3ccccc3n2)cc1

# (further entries)
entry | LYP inhibition | canonical_smiles
121 | -6.1% | O=C(CSc1nc2ccccc2[nH]1)c1ccccc1F
122 | -1.8% | COc1cccc(C(=O)Nc2cc(C)nn2-c2ccccc2)c1OC
123 | -9.7% | CCc1nc(SCC(=O)Nc2ccccc2Cl)n[nH]1
124 | -5.7% | COc1ccc(N(CC(=O)NCCc2ccccc2)C(=O)CCC(=O)Nc2nccs2)cc1
125 | -9.3% | O=C(Nc1cccc(Br)c1)c1cc(=O)c2ccccc2o1
126 | -13.9% | O=C(CCc1ccccn1)N1CCCC(N2CCN(c3cccc(C(F)(F)F)c3)CC2)C1 (configuration not stated)
127 | -7.9% | O=C(Cn1cnc2ccccc2c1=O)c1ccc(OC(F)F)cc1

# Screening data: PubChem BioAssay, Sanford-Burnham Center for Chemical Genomics

# The list is partial; rates above refer to the full screens.
